Nrf2 ARE act = qHTS of Nrf2 Activators; Potency, µM (titrated, usually from 46.1 µM), without a hit: top-dose activation, usual class: activators; AID 624171, 2012; 410,000 compounds, 0.31% hits; AREc32 ARE-luciferase reporter (MCF7-derived line), luminescence, 24 h; also: potency is read from the fitted curve at half-maximal effect; % of control where 0% means no effect; nearly all actives have a fitted effect of over 65% in size
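Quantitative high-throughput format: AREc32 reporter cells, 1000 per well, received compound by pin transfer and were incubated 24 hr at 37 deg C, 5% CO2, before Steady-Glo luminescence detection.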
A549 viability = Nrf2 qHTS screen for inhibitors: counterscreen for cytotoxicity. A549 ARE-Fluc cells, CellTiter-Fluor viability, 18-24 h. AID 504648, 2011. 390,000 compounds, 0.16% hits. Potency, µM (series often up to 46 µM), without a hit: top-dose activity change, negative = cytotoxicity, actives largely listed as inhibitors; also: potency is read from the fitted curve at half-maximal effect; % is scaled to controls: 0 for no effect and ±100 for the full control effect
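Cytotoxicity counterscreen: CellTiter-Fluor fluorescence was measured in A549 ARE_Fluc cells after 18-24 h of compound exposure in a concentration series. The subsequent BugLite luminescent read reports ARE-luciferase activity.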
ATXN2 expr inh = Primary qHTS for Inhibitors of ATXN expression. HEK-293 ATXN2-luciferase reporter, luminescence, 24 h. Potency, µM (series often up to 57 µM), for the others: at the highest dose activity change, negative = inhibition, usual class: inhibitors. 360,000 compounds, 0.72% hits; also: potency is read from the fitted curve at half-maximal effect; % is scaled to controls: 0 for no effect and ±100 for the full control effect; nearly all actives have a fitted effect of over 55% in size
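qHTS (up to 57 uM final) was run with 24 h compound exposure of reporter cells at 37 °C. Each well was multiplexed: SteadyGlo luminescence measured ATXN2-luciferase expression after a fluorogenic Gly-Phe-AFC viability readout (25 uM final).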
IL2 activator = qHTS of IL-2 Activators; IL-2 activation reporter assay, cell-based qHTS; stimulated with anti-CD3/CD4/CD28 beads; in transgenic mouse T cells; activation, % (series mostly up to about 46 µM); 360,000 compounds, 0.065% hits; AID 652025, 2013; in the data active = activation above about 50%; inconclusive = mostly about 30% to 49%; also: 0% is about no effect
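Unstimulated transgenic mouse T cells; 60-min compound exposure; bead-based TCR/CD4/CD28 stimulation; 18 h culture, 37 degrees C; dual fluorescence (EGFP, DsRed) plate cytometry.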
ATXN viability = Viability Counterscreen for Primary qHTS for Inhibitors of ATXN expression. S2 cells (HEK-293 line with an ATXN2-luciferase reporter) viability, CellTiter-Fluor protease fluorescence, 24 h. Potency, µM (series often up to 56.7 µM), hits mostly cytotoxic. 400,000 compounds, 0.49% hits. AID 651635, 2014; also: potency is read from the fitted curve at half-maximal effect; nearly all actives have a fitted effect of over 40% in size
TGFb SMAD3 inh = qHTS for Inhibitors of TGF-b | HepG2 CAGA-GFP TGF-b/SMAD3 reporter, GFP fluorescence, 18 h; TGF-beta stimulated, 500 pg/mL final | Potency, µM (doses to about 46.1 µM), inactives show top-dose activity, negative = inhibition, actives largely listed as inhibitors | 410,000 compounds, 1.2% hits | AID 588855, 2011; also: potency is read from the fitted curve at half-maximal effect; % is scaled to controls: 0 for no effect and ±100 for the full control effect; nearly all actives have a fitted effect of over 65% in size
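HEPG2 CAGA-GFP, 1000 cells/well; 2 h settle, 37 C; cpd via pin tool; TGF-b 500 pg/mL final; 18 h, 37 C; GFP imaging ex488/em500-530; %Activity normalised to -TGF-b and +DMSO controls; CRC fit, curve class.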
EPAC2 ag = qHTS for Agonist of cAMP-regulated guanine nucleotide exchange factor 4 (EPAC2): primary screen | 360,000 compounds, 0.079% hits | Potency, µM (highest dose often 154 µM), without a hit: top-dose activation, hits mostly activators | Rap guanine nucleotide exchange factor 4 (Homo sapiens), Q8WZA2 | AID 720711, 2013 | EPAC2 activation, biochemical qHTS; response scale: 100% = 6.5 mM cAMP response; also: potency is read from the fitted curve at half-maximal effect; nearly all actives have a fitted effect of over 50% in size
Target sequence (Q8WZA2 whole entry, looked up): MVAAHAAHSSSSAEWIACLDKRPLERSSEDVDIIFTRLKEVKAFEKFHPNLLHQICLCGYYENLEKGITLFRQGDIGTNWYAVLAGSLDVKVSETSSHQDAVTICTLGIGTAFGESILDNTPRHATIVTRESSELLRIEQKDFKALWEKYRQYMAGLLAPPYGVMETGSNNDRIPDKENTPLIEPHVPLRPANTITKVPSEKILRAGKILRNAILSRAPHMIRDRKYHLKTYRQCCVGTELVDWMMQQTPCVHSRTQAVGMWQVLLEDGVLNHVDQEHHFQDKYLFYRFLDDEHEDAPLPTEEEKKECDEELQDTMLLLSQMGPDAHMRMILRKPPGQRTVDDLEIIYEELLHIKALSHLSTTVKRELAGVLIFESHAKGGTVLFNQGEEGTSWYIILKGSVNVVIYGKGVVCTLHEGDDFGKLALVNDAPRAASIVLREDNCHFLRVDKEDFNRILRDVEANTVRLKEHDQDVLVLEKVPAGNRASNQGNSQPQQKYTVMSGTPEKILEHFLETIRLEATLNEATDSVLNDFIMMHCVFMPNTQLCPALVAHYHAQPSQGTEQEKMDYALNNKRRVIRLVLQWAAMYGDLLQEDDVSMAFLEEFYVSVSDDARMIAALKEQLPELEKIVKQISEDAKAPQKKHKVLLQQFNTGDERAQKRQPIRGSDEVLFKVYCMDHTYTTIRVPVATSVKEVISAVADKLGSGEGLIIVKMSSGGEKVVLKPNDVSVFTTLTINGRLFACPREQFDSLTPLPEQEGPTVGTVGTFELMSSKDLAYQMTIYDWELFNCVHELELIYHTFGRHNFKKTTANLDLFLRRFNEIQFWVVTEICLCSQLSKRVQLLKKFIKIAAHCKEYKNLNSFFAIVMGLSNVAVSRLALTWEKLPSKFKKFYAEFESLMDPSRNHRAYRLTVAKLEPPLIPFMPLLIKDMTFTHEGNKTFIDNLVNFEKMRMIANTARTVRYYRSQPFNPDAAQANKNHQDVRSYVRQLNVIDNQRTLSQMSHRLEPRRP
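Fluorescence exchange assay: 100 nM EPAC2 with 250 nM RAP1B-BODIPY-GDP and 50 uM GDP; compounds tested as a concentration-titration series (qHTS). Loss of Rap1-bound BODIPY-GDP fluorescence read at 480/540 nm; data normalized to 6.5 mM cAMP.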
Nrf2 block = Nrf2 qHTS screen for inhibitors; A549 ARE-Fluc reporter, luciferase luminescence, 18-24 h; Potency, µM (highest dose often 46 µM), inactives show at the top dose activity change, negative = inhibition, most hits filed as inhibitors; 360,000 compounds, 2.1% hits; also: potency is read from the fitted curve at half-maximal effect; % is scaled to controls: 0 for no effect and ±100 for the full control effect; nearly all actives have a fitted effect of over 60% in size
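Nrf2 activity is the BugLite luminescence, read 15 min after reagent at room temperature, following CellTiter-Fluor cytotoxicity readout (30 min, 37C). Compound titrations were applied for 18-24 h to 5000 A549 ARE_Fluc cells/well in 5% FBS OPTI-MEM.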
HepG2 viability = qHTS for Inhibitors of TGF-b: Cytotox Counterscreen | AID 588856, 2011 | 410,000 compounds, 0.76% hits | HepG2 CAGA-GFP viability, ATP luminescence, 18 h | Potency, µM (highest dose often 46.1 µM), without a hit: at the top dose activity change, negative = cytotoxicity, usual class: cytotoxic; also: potency is read from the fitted curve at half-maximal effect; some results filed as inactive show a strong effect at the top dose
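CellTiter-Glo luminescence gave cytotoxicity after 18 hours at 37 degrees C. The cells were HepG2 CAGA-GFP in 1% FBS DMEM, stimulated with 500 pg/mL TGF-beta after compound addition. %Activity was normalised to no-cell wells (complete cell-killing) and DMSO (no toxicity), and curves were fitted and classified.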
* = called active by the depositor; i = inactive; ? = inconclusive; / = no result given; [ ] = another dose, or the depositor's remark. Unless noted, calls follow the shape of the dose curve; as a rule, active = well fitted curve in the direction sought with a large enough effect; inconclusive = small, poorly fitted or top-dose-only effect, or another doubt; inactive = no such curve, though single readings can be large; an effect the other way counts as inactive or inconclusive.

SMILES	Nrf2 ARE act	A549 viability	ATXN2 expr inh	IL2 activator	ATXN viability	TGFb SMAD3 inh	EPAC2 ag	Nrf2 block	HepG2 viability
O=C1CS/C(=N/N=C/c2ccccc2OS(=O)(=O)c2ccccc2)N1	0.4%	-1%	3%	-2.9	i	-9%	5%	15%	6%
CC[C@@]1(C(=O)OC)N[C@H](CN(C)C(=O)Nc2ccc(C(F)(F)F)cc2)[C@@H]2C(=O)N(Cc3ccccc3)C(=O)[C@@H]21	0.0%	0%	1%	0.0	i	-7%	-3%	7%	-2%
CCOC(=O)c1ccc(NC(=O)CSc2nccn2-c2ccc(OCC)cc2)cc1	0.1%	0%	-7%	/	i	?	/	14%	-41%
COc1ccc(S(=O)(=O)N2CCOCC2)cc1C(=O)NCC(c1ccco1)N1CCCC1 (stereo not given)	0.2%	3%	2%	-0.1	i	-2%	3%	14%	-14%
CN1CCC(CNC(=O)Nc2csc3ccccc23)CC1	14%	-6%	-1%	-3.3	i	32%[activator]	4%	-16%	-7%
O=C(C#Cc1ccccc1)NCc1ccccc1F	?	?	23%	0.9	i	?	7%	6%	-34%
O=C(CN1C(=O)NC2(CCCC2)C1=O)NCC1CCCO1 (stereo not given)	0.7%	-6%	21%	1.2	i	9%	-3%	13%	-2%
CC(C)(C)OC(=O)NCCCCCNC(=O)c1nc[nH]c1C(=O)N1CCc2ccccc2C1	0.2%	-2%	-23%	-4.0	?	9%	5%	-13%	1%
O=C(NCCCCNC(=O)c1ccc(Br)cc1)c1ccc(Br)cc1	-0.1%	1%	3%	-0.5	i	0%	-2%	25%	-1%
O=C1c2[nH]nc(-c3ccccc3O)c2C(c2cccc(Br)c2)N1Cc1ccncc1 (stereo not given)	0.7%	-11%	?	/	11µM*	?	/	-8%	-38%
O=C(Nc1nccs1)c1ccc(Br)c(S(=O)(=O)N2CCOCC2)c1	0.7%	-15%	-8%	-4.2	i	-2%	9%	?	-4%
CCN(c1ccccc1)S(=O)(=O)c1ccc(Cl)c(NC(=O)CSc2nc(N)cc(=O)[nH]2)c1	-1.1%	/	/	-1.7	i	-11%	14%	/	-50%

Part of the list above in order of heavy-atom count, low to high:
SMILES	Nrf2 ARE act	A549 viability	ATXN2 expr inh	IL2 activator	ATXN viability	TGFb SMAD3 inh	EPAC2 ag	Nrf2 block	HepG2 viability
O=C(C#Cc1ccccc1)NCc1ccccc1F	?	?	23%	0.9	i	?	7%	6%	-34%
O=C(Nc1nccs1)c1ccc(Br)c(S(=O)(=O)N2CCOCC2)c1	0.7%	-15%	-8%	-4.2	i	-2%	9%	?	-4%
O=C1CS/C(=N/N=C/c2ccccc2OS(=O)(=O)c2ccccc2)N1	0.4%	-1%	3%	-2.9	i	-9%	5%	15%	6%
CCOC(=O)c1ccc(NC(=O)CSc2nccn2-c2ccc(OCC)cc2)cc1	0.1%	0%	-7%	/	i	?	/	14%	-41%
CC[C@@]1(C(=O)OC)N[C@H](CN(C)C(=O)Nc2ccc(C(F)(F)F)cc2)[C@@H]2C(=O)N(Cc3ccccc3)C(=O)[C@@H]21	0.0%	0%	1%	0.0	i	-7%	-3%	7%	-2%

(next part)
SMILES	Nrf2 ARE act	A549 viability	ATXN2 expr inh	IL2 activator	ATXN viability	TGFb SMAD3 inh	EPAC2 ag	Nrf2 block	HepG2 viability
O=C(NCCc1ccc(F)cc1)Nc1ccccc1	3.3%	3%	3%	-0.3	i	3%	-5%	?	3%
Cc1c(NC(=O)Cn2nc(C(F)(F)F)c3c2CCCC3)c(=O)n(-c2ccccc2)n1C	-0.4%	1%	-2%	-2.1	i	18%	4%	-13%	1%
COC(=O)c1c(-c2c(Cl)cccc2Cl)noc1NC(=O)NN1CCCCC1	19%	-21%	-1%	-4.1	i	-2%	17%	-20%	30%
Cc1cc(=O)oc2cc(OCC(=O)Nc3ccc(F)cc3F)ccc12	-0.4%	1%	-10%	-1.2	i	-2%	2%	-10%	5%
COc1ccc(CCN(Cc2nc3ccccc3c(=O)[nH]2)C(=O)C2CC2)cc1	3.5%	12%	-7%	0.5	i	-12%	-1%	-12%	-9%
Cc1ccc(N(C(=O)c2csnn2)C(C(=O)NC2CCCCC2)c2ccncc2)cc1 (stereo not given)	0.1%	0%	-11%	-1.7	i	21%	-2%	5%	0%
COc1ccc(NC(=O)c2sc(=O)n(Cc3ccc(S(=O)(=O)N(C)C)cc3)c2C)cc1	5.7%	/	10%	-0.1	i	-3%	14%	/	1%
COc1ccc(-n2nnc(-c3nc(-c4ccccc4C)no3)c2N)cc1Cl	0.1%	-1%	12%	/	i	23%	/	0%	-2%
O=C(NCc1ccc2c(c1)OCO2)c1cc2ccccc2o1	1.8%	-7%	8%	-1.8	i	2%	12%	?	-2%
CCCC[n+]1ccn(-c2nc3ccccc3nc2[N-]S(=O)(=O)c2ccc(Cl)cc2)c1	0.0%	6%	-13%	0.9	/	-2%	7%	5%	13%
O=C(NC1CC1)c1cc2c(s1)-c1ccccc1OC2	6.6%	-16%	15%	-3.1	i	-13%	2%	?	-22%
CCC(C)S(=O)(=O)c1oc(-c2cccs2)nc1S(=O)(=O)c1ccccc1 (stereo not given)	?	?	/	/	/	1.1µM*	/	?	2µM*
Cc1ccc(NS(=O)(=O)c2c(C(=O)N3CCCC3)c(C)n(C)c2C)cc1	0.0%	-15%	12%	-1.8	i	0%	2%	-26%	-1%
Cc1ccc(C(=O)N2CCC3(CC2)NCCc2[nH]cnc23)cc1C	-0.3%	5%	-1%	-1.2	i	0%	4%	-3%	3%
O=C(NCc1ccccc1)c1ccc[n+]([O-])c1	2.8%	-8%	/	-0.9	i	12%	1%	-13%	-6%
Cc1cccc(C)c1-n1ncc(C(=O)Nc2ccc3c(c2)OCO3)c1C1CCN(C(=O)OC(C)(C)C)CC1	3.6%	-13%	-14%	/	?	-25%	/	-8%	-37%
O=C(CCCCn1cnc2c(=S)nc[nH]c21)Nc1ccc(C(=O)O)c(O)c1	-0.3%	-1%	0%	1.3	i	21%	1%	-1%	8%
CC(C)C(NC(=O)c1c(F)cccc1F)C(=O)NCc1ccc(S(=O)(=O)N2CCOCC2)cc1 (stereo not given)	-0.4%	-1%	/	1.8	?	-21%	2%	5%	-19%
O=C(C(=O)N1CCOCC1)c1cn(CC(=O)N2CCc3ccccc3C2)c2ccccc12	0.2%	-1%	-7%	-1.4	i	4%	2%	3%	0%
O=C(NNC(=O)c1nn(-c2ccc(F)cc2)ccc1=O)c1ccc(C(F)(F)F)cc1	0.3%	-5%	-5%	-4.3	i	19%	-7%	4%	0%
CC[C@@H](NC(=O)[C@H](Cc1ccccc1)NC(=O)CC[C@H]1O[C@@H](n2ccc(=O)[nH]c2=O)[C@H](O)[C@@H]1O)c1ccccc1	-0.5%	/	4%	1.4	i	6%	-1%	/	0%
Oc1[nH]c2ccc(Br)cc2c1N=Nc1ccc(C(F)(F)F)cn1	10%	?	1%	-3.4	i	-14%	-10%	?	-5%
CCNC(=O)C1(C)CCCN(C(=O)c2sccc2C)C1 (stereo not given)	-0.1%	/	12%	0.7	i	0%	9%	/	7%
O=C(Nc1nccs1)C1C2CC3OC(=O)C1C3C2 (stereo not given)	-0.2%	-2%	-9%	-0.7	i	2%	13%	/	-2%
Cc1ccc(S(=O)(=O)NCC(c2ccc(N(C)C)cc2)N2CCCC2)cc1 (stereo not given)	3.3%	0%	/	/	/	?	/	/	-2%
CC(C)(C)Nc1nc(NCc2cccnc2)nc(N2CCOCC2)n1	0.1%	1%	47%[activator]	-1.5	i	2%	-3%	12%	8%
O=C(OCC(=O)c1ccco1)c1ccc2ncsc2c1	3.8%	-11%	-18%	?	i	0%	2%	2%	6%
O=C(/C=C/c1ccc(Cl)cc1Cl)Nc1cccc(S(=O)(=O)NC2=NCCC2)c1	16%	-7%	/	-0.9	?	?	2%	?	-25%
COc1cccc(C(=O)Nc2ccccc2C(=O)OCc2cc(=O)n3c4c(sc3n2)CCCC4)c1	0.8%	-4%	/	/	/	-25%	/	/	-9%
Cc1ccc(CN2C(=O)NC(Cc3c[nH]c4ccccc34)C2=O)cc1 (stereo not given)	-0.4%	-5%	-5%	-0.1	i	3%	2%	7%	6%
COc1cccc(C2=NOC(C(=O)NCCN3CCOCC3)C2)c1 (stereo not given)	0.1%	19%	0%	-2.7	i	?	5%	0%	1%
CCN(Cc1cccs1)C(=O)CN1CCN(S(=O)(=O)c2ccc3c(c2)OCCCO3)CC1	0.3%	0%	-2%	0.3	i	-18%	-3%	-26%	0%
Cc1ccc(-n2nc3c(c2NC(=O)c2ccco2)CS(=O)C3)c(C)c1 (stereo not given)	0.2%	1%	-3%	-3.7	i	?	6%	9%	-6%
COc1cc(CCC(=O)OCC(=O)Nc2ccccc2F)cc(OC)c1OC	0.0%	-5%	-1%	-0.7	i	12%	0%	3%	14%
Cc1cccc(-c2nnc(NC(=O)c3ccc(Cl)cc3)o2)c1	-0.5%	?	?	-2.0	i	?	-20%	?	0%

Screening data from PubChem.
